Screening results (PubChem BioAssay)
L3MBTL1 inh = qHTS Assay for the Inhibitors of L3MBTL1 | Lethal(3)malignant brain tumor-like protein 1 (Homo sapiens), Q9Y468 | AlphaScreen L3MBTL1–H3K9me1 peptide binding | Potency, µM (titrated, usually from 57.1 µM), for the others: at the highest dose activity, negative = inhibition, usual class: inhibitors | 230,000 tested, 0.66% active | AID 485360, 2010; also: % is scaled to controls: 0 for no effect and ±100 for the full control effect; nearly all actives have a fitted effect of over 60% in size
Target sequence (Q9Y468 whole entry, looked up): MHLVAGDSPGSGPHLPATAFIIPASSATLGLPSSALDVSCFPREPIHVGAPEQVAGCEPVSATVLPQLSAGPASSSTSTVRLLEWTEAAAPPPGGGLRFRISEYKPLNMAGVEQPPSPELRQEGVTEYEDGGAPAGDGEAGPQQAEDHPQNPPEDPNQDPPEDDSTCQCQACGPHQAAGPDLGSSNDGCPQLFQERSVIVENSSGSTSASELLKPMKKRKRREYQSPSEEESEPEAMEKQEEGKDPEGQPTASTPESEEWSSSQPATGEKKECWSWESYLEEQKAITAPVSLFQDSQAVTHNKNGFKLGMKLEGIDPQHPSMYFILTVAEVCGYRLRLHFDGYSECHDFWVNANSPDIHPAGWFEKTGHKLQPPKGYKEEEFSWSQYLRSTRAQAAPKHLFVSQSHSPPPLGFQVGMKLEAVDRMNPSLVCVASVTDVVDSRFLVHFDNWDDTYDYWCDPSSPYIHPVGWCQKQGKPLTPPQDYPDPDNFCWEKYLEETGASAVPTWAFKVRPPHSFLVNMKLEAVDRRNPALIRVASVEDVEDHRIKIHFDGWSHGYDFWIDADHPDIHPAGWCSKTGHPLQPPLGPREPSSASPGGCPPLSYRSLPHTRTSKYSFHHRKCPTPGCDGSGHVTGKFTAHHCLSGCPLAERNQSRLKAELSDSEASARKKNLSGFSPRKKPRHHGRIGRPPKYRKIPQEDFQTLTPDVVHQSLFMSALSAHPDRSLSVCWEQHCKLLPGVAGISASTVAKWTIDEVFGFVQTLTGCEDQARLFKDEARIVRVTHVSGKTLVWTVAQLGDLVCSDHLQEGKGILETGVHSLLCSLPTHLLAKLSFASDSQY
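AlphaScreen assay: L3MBTL1 (50 nM final) was preincubated 30 min at room temperature with biotinylated H3(1-15)K9me1 peptide (75 nM final), then 30 min with library compounds; streptavidin donor and nickel chelate acceptor beads (10 ug/mL final) added, 30 min dark.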
RECQ1 inh = qHTS Assay for Inhibitors of RecQ-Like Dna Helicase 1 (RECQ1). ATP-dependent DNA helicase Q1 (Homo sapiens), P46063. RECQ1 DNA unwinding, red fluorescence kinetic read. Potency, µM (doses to about 57.3 µM), for the others: top-dose activity, negative = inhibition, actives largely listed as inhibitors. 240,000 tested, 0.54% active;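 also: plate controls were vehicle for no effect and no enzyme for full effect; nearly all actives have a fitted effect of over 30% in size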
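RECQ1T1 50 nM; forked duplex (20 bp + 30-nt ss tails) 200 nM, ATP 2 mM final; pH 8.0, 2 mM MgCl2, 2.5 ug/ml poly(dI-dC); 15 min compound preincubation; discontinuous kinetic read over 2 h at RT.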
Tau ThT inhib = qHTS for Inhibitors of Tau Fibril Formation, Thioflavin T Binding. 270,000 tested, 2.1% active. Microtubule-associated protein tau (Homo sapiens), P10636. Potency, µM (series often up to 57.4 µM), without a hit: top-dose activity, negative = inhibition, most hits filed as inhibitors. recombinant tau K18 P301L, heparin-induced fibrillization, ThT fluorescence. AID 1460, 2008; also: % is scaled to controls: 0 for no effect and ±100 for the full control effect; nearly all actives have a fitted effect of over 55% in size
Target sequence (P10636 561-689 P618L limits assumed): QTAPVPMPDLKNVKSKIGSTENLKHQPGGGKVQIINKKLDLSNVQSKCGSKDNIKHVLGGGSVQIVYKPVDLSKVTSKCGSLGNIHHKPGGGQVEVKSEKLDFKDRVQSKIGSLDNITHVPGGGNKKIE
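ThT emission at 510 nm, taken 1 hr after adding 30 uM dye, quantifies aggregates formed when 20 uM heparin acts on human tau K18 P301L for 6 hr at 37 C.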
TRb SRC2 PPI = qHTS for Inhibitors of the Interaction of Thyroid Hormone Receptor and Steroid Receptor Coregulator 2. Thyroid hormone receptor beta (Homo sapiens), P10828. TRbeta-SRC2 peptide binding, fluorescence polarization; receptor liganded with 1 µM T3. Potency, µM (series often up to 106 µM), without a hit: at the top dose activity change, negative = inhibition, most hits filed as inhibitors. 280,000 tested, 0.065% active. AID 1469, 2008;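 also: plate controls were bound peptide for no effect and peptide without receptor for full effect; nearly all actives have a fitted effect of over 50% in size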
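Fluorescence polarization of 20 nM Texas Red SRC2 peptide (20-aa NR interaction domain) bound to 0.6 uM human TRb ligand-binding domain, with 1 uM T3, after 5 hr at ambient temperature; inhibition seen as decreased polarization.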
TR SRC2 fluor cs = Total Fluorescence Counterscreen for Inhibitors of the Interaction of Thyroid Hormone Receptor and Steroid Receptor Coregulator 2 | 280,000 tested, 0.29% active | AID 1479, 2009 | TRb/SRC2 Texas Red total fluorescence interference | Potency, µM (series often up to 106 µM), inactives show at the highest dose fluorescence change, negative = quenching; active = well fitted curve in either direction with a large enough effect; inconclusive = small, poorly fitted or top-dose-only effect; also: % is scaled to controls: 0 for no effect and ±100 for the full control effect
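Human TRb ligand-binding domain at 0.6 uM with 20 nM Texas Red SRC2 peptide in Tris buffer containing 1 uM T3 and 5% DMSO, incubated with compound 5 h at ambient temperature. Total fluorescence (555/632 nm) calculated as parallel + 2 × perpendicular.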
Tau fluor cs = Counterscreen qHTS for Inhibitors of Tau Fibril Formation, Fluorescence Polarization | tau K18 P301L (four-repeat tau fragment) Alexa594 fluorescence, heparin fibrillization | Potency, µM (top dose mostly 57.7 µM), without a hit: at the highest dose activity change, negative = decrease | 280,000 tested, 0.93% active; also: % is scaled to controls: 0 for no effect and ±100 for the full control effect; nearly all actives have a fitted effect of over 55% in size
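Human K18 P301L tau (15 uM unlabeled plus 0.24 uM Alexa 594-labeled, final) in 100 mM sodium acetate pH 7 was mixed with compound and 20 uM heparin and incubated 6 hr at 37 C.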
Tau fibril FP = qHTS for Inhibitors of Tau Fibril Formation, Fluorescence Polarization. AID 1468, 2008. Potency, µM (highest dose often 57.7 µM), for the others: at the highest dose activity, negative = inhibition, most hits filed as inhibitors. Microtubule-associated protein tau (Homo sapiens), P10636. K18 P301L tau heparin fibrillization, Alexa594 FP, 6 h. 280,000 tested, 0.39% active; also: % is scaled to controls: 0 for no effect and ±100 for the full control effect; nearly all actives have a fitted effect of over 55% in size
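Recombinant K18 P301L […], labeled with Alexa 594 at 0.24 uM over 15 uM unlabeled; heparin inducer 20 uM final; 37 C, 6 hr; FP endpoint.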
HTT ATP protect = qHTS Multiplex Assay to Identify Dual Action Probes in a Cell Model of Huntington: Cytoprotection (ATP); 230,000 tested, 0.14% active; AID 1471, 2008; Potency, µM (top dose mostly 56.4 µM), for the others: cytoprotection (ATP increase), actives largely listed as activators; PC12 HTT-Q103 induced, cytoprotection, ATP luminescence, 40 h;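 also: % of control where 0% means no effect; nearly all actives have a fitted effect of over 45% in size; toxic huntingtin expression switched on by the ecdysone agonist tebufenozide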
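Cells were plated at 1500 per well in phenol red-free DMEM with 5% equine and 5% calf serum. Tebufenozide (100 nM final) and compounds were added, then ATPlite reagent, and luminescence was read.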
Starred values were filed as active, the others as inactive; i = inactive; ? = inconclusive; nt = no result given; & = joins results of further samples; [ ] = remark or other dose. Unless noted, calls follow the shape of the dose curve; as a rule, active = well fitted curve in the direction sought with a large enough effect; inconclusive = small, poorly fitted or top-dose-only effect, or another doubt; inactive = no such curve, though single readings can be large; an effect the other way counts as inactive or inconclusive. Potency is read from the fitted curve at half-maximal effect.

Sample of the layout:
molecule	L3MBTL1 inh	RECQ1 inh	Tau ThT inhib	TRb SRC2 PPI	TR SRC2 fluor cs	Tau fluor cs	Tau fibril FP	HTT ATP protect
COc1ccc(Nc2nc(C)cc(C)c2C#N)cc1OC	12%	-9%	-14%	5%	0%	-12%	7%	-4%
Cc1[nH]c2c(C)cccc2c1CN1CCC(CO)(Cc2ccccc2)CC1	-18%	-2%	?	8%	0%	-22%	14%	-12%[10 µM]

The listing, from the start:
molecule	L3MBTL1 inh	RECQ1 inh	Tau ThT inhib	TRb SRC2 PPI	TR SRC2 fluor cs	Tau fluor cs	Tau fibril FP	HTT ATP protect
COc1ccc(Nc2nc(C)cc(C)c2C#N)cc1OC	12%	-9%	-14%	5%	0%	-12%	7%	-4%
Cc1[nH]c2c(C)cccc2c1CN1CCC(CO)(Cc2ccccc2)CC1	-18%	-2%	?	8%	0%	-22%	14%	-12%[10 µM]
CCCn1c(N)c(C(=O)CSc2nnc(-c3ccco3)n2Cc2ccccc2)c(=O)[nH]c1=O	-5%	-10%	0%	-16%	0%	1%	10%	-19%
Cc1ccc(/C=N/NC(=O)COc2ccccc2-c2ccccc2)cc1	-4%	3%	4%	-1%	-3%	-4%	-9%	-30%[10 µM]
COCc1nnc(SCC(=O)NCc2ccccc2)n1-c1ccccc1	40%[activator][11.4 µM]	5%	13%	3%	-3%	13%	3%	-2%
CCOC(=O)C1=C(C)NC(=S)NC1c1ccc(OC(=O)c2ccco2)cc1 (stereo unspecified)	1%	-17%	-10%	-1%	-1%	-2%	-3%	8%[10 µM]
CCOc1ccc(CN(C)C(=O)c2cccnc2OCC)cc1OC	3%	i	-3%	2%	2%	-2%	7%	-11%
Cc1nc2cc3nc(C)sc3cc2s1	-7%	10%	?	-9%	0%	-9%	-3%	-88%[inhibitor][0.074 µM]
CSc1ccc(C2Nc3ccccc3-c3cc(C)nn32)cc1 (stereo unspecified)	-3%	-10%	-9%	0%	-2%	?	5%	-17%
CCOc1ccc(NC(=O)c2cnn(-c3ccc(C)c(Cl)c3)c2C2CCNCC2)cc1	nt	nt	-14%	-2%	-7%	-4%	10%	nt
Cc1cccc(NC(=O)NCc2ccccn2)c1	-7%	-5%	-7%	1%	1%	5%	6%	-11%[10 µM]
N/C(COc1cccc(Cl)c1)=N\O	7%	i	4%	-1%	-3%	7%	0%	21%[10 µM]
CC(C)(C)NC(=O)C(c1ccco1)N(Cc1ccc(F)cc1)C(=O)c1snc(C(N)=O)c1N (stereo unspecified)	2%	-10%	-7%	-6%	-3%	-8%	1%	4%
COc1cccc(CNC(=O)CSc2ncc3c(n2)-c2cc(Cl)ccc2N(C)S3(=O)=O)c1	nt	nt	2%	-3%	0%	-16%	?	nt
O=[N+]([O-])c1ccc(Cl)cc1Sc1ccccn1	-1%	-1%	3%	3%	0%	-2%	0%	-3%[0.074 µM]
CCOC(=O)c1ccc(-c2n[nH]c(=O)c3ccccc23)cc1	3%	-1%	-7%	4%	-2%	-1%	-5%	-19%
CCCCn1c(N)c(N(CC)C(=O)CSc2nnnn2-c2cc(C)ccc2C)c(=O)[nH]c1=O	nt	4%	-9%	-2%	-1%	-2%	0%	-34%[inhibitor]
C/C=C/OC(=O)NC(c1cccc(C)c1)[C@@]1(C(=O)OCC)CCCC1=O (stereo partly specified)	nt	1%[11.5 µM]	-7%[11.5 µM]	2%[11.2 µM]	-1%[11.2 µM]	-3%[11.6 µM]	2%[11.6 µM]	-10%[10 µM]
COc1cccc(C(=O)Nc2ccc(S(=O)(=O)NCc3ccco3)cc2)c1	-8%	-1%	-4%	-8%	-2%	-9%	-6%	2%[10 µM]
Cc1ccc(NC(=S)NCCSc2ccc(Cl)cc2)cc1	nt	-29%	-10%	-2%	-8%	?	?	-181%[inhibitor]
CC(=O)Nc1ccc(S(=O)(=O)NC2(C(F)(F)F)C(=O)Nc3c2c(=O)[nH]c(=O)n3Cc2ccccc2)cc1 (stereo unspecified)	9%	0%	1%	1%	-1%	4%	-3%	31%[10 µM]
Nc1ccc(C(=O)OCC(=O)NC2CC2)cc1[N+](=O)[O-]	5%	-12%	-10%	-7%	-1%	0%	8%	21%[10 µM]
CCCSc1nc2cc(C)c(C)cc2n1CC(C)O (stereo unspecified)	3%	-9%	-6%	0%	-5%	-4%	6%	-43%[inhibitor]
Cc1ccc(C2c3[nH]c4ccccc4c3CCN2C(=O)CSc2ccccc2)cc1 (stereo unspecified)	nt	nt	-7%	-2%	-1%	-14%	-1%	nt
COc1ccc(CCNC(=O)Cn2c(=O)n(-c3cc(OC)c(OC)c(OC)c3)c(=O)c3ccccc32)cc1OC	nt	nt	-16%	-5%	-1%	-17%	-6%	nt
CCc1ccc(NC(=O)C2CCN(S(=O)(=O)c3c(C)noc3/C=C\c3ccc(OC)cc3)CC2)cc1	nt	nt	5%	-7%	1%	-8%	?	nt
Cc1ccc(S(=O)(=O)N2CCC(=O)N(CCOC(=O)NCc3ccccc3)CC2)cc1	-1%	-9%	-5%	5%	-2%	-10%	-4%	nt
Cc1ccccc1N1C(=O)C(Oc2ccc(Cl)cc2)C1CNCCCOC(C)C (stereo unspecified)	10%	-2%	-8%	4%	1%	-12%	4%	-4%[10 µM]
Cc1cccc(C)c1NC(=O)COC(=O)c1ccccc1[N+](=O)[O-]	5%	i	-1%	-1%	-1%	3%	-3%	20%[10 µM]
O=C(Nc1ccc(NC(=O)c2cc3ccccc3o2)cc1)c1ccc2c(c1)OCCO2	3%	0%	?	12%	-1%	-14%	-4%	-83%[inhibitor]
CCOc1ccccc1/C=C(\C#N)C(=O)Nc1cccc(C(=O)O)c1	nt	17%	-1%	1%	0%	12%	4%	13%[10 µM]
O=C(c1cccc(C(=O)N2CCN(c3ccccc3F)CC2)n1)N1CCN(c2ccccc2F)CC1	1%	-7%	-7%	1%	4%	-2%	9%	-2%
C=CCN(CC=C)C(=S)NC(=O)c1ccc(-c2ccccc2)cc1	nt	i	-19%	-8%	1%	-25%	1%	1%
CC1=C(C(=O)Nc2ccccc2)C(c2cccn2C)n2ncnc2N1 (stereo unspecified)	nt	nt	-3%	-5%	-2%	-4%	-1%	nt
Nc1nc2ccc(OC(F)(F)F)cc2s1	11%	-2%	-3%&-12%&-9%&-2%&-13%	4%	1%	-8%&-16%&-13%&-4%&-21%	-5%&2%&5%&1%&-3%	-80%[inhibitor]
O=C(CCc1nc2ccccc2c(=O)[nH]1)OCC(=O)c1cccc(Cl)c1	3%	6%	-11%	11%	0%	-3%	-4%	15%[10 µM]
CN(C(=O)C(Cl)Cl)C1CC2C=CC1C2 (stereo unspecified)	9%	-4%	1%	-3%	1%	-4%	-5%	13%[10 µM]
COc1ccc(NC(=O)CSc2nnc(-c3ccccn3)n2Cc2ccco2)cc1OC	-7%	6%	-13%	-6%	-2%	-14%	7%	-9%
COc1ccc(C2C(=O)N(C3CCCCC3)CC(=O)N2Cc2ccccc2Cl)cc1OC (stereo unspecified)	nt	nt	2%	-3%	-3%	-3%	-2%	nt
Cc1cc(C)n(-c2nc(N(C)C)nc(N3CCOCC3)n2)n1	nt	-12%	-17%	3%	-3%	-7%	-3%	-4%
Cc1ccc(NC(=O)Cn2cc(S(=O)(=O)N3CCCC3)c(S(=O)(=O)N3CCCC3)c2)cc1C	nt	nt	0%	1%	-4%	-25%	-9%	nt
COc1ccc(N2CCN(C(CNC(C)=O)c3ccco3)CC2)cc1 (stereo unspecified)	-9%	i	-13%	4%	-1%	-8%	-5%	-19%
CCOC(=O)c1noc2nc(C)n(CC(=O)Nc3cc(Cl)ccc3OC)c(=O)c12	nt	nt	4%	7%	-21%	-6%	-7%	nt
CCOc1ccc(C2c3c(oc4ccccc4c3=O)C(=O)N2c2ccc(C)cn2)cc1OC (stereo unspecified)	1%	-1%	?	-7%	-4%	-6%	0%	14%[10 µM]
CC(=O)c1sc(N2CCOCC2)nc1-c1ccccc1	3%	i	-2%	-4%	-1%	-3%	-3%	14%[10 µM]
COc1cccc(OC)c1C(=O)Nn1c(C2CCC2)nc2ccccc2c1=O	-3%	-6%	4%	13%	2%	-3%	-5%	-20%
CCN(c1cccc(C)c1)S(=O)(=O)c1ccc2c(c1)NC(=O)CCS2	nt	nt	2%	2%	-4%	-1%	-2%	nt
FC(F)(F)c1cc(Oc2ccccc2)nc(-c2ccccn2)n1	10%	-17%	-5%	1%	4%	4%	5%	-35%
COc1ccc([N+](=O)[O-])cc1NC(=S)NC(NC(=O)C(c1ccccc1)c1ccccc1)C(Cl)(Cl)Cl (stereo unspecified)	-11%	-8%	-24%	7%	1%	?	-17%	-63%[inhibitor]
Cc1ccc(-n2c(Cc3cccn3C)nnc2SCC(=O)Nc2nnc(C)s2)cc1	-7%	-13%	-20%	-17%	-1%	-10%	-9%	-2%[10 µM]
Oc1ccc(NCc2ccc(OCc3ccccc3Cl)cc2)cc1	nt	nt	14µM*	-1%[11.2 µM]	-2%[11.2 µM]	7.9µM*[quencher]	?	nt
COc1cc2[nH]c3c(=O)n(CCN4CCCCC4)cnc3c2cc1OC	0%	7%	3%	-1%	-1%	8%	4%	-7%

These rows are one share of the data (hit frequency here may not be typical).
